IEC-6 cytotox: IEC-6 cytotoxicity, counter-screen for KLF5 inhibitors; luminescence viability; inhibition, % at 5 µM; hit rate 0.78% among 290,000; AID 1825; in the data active means inhibition above about 22%;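 further: 0% = plate median of test compound wells and 100% = cytotoxic reference compound wells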
HSF1 inhib: HSF1 inhibition. activity change, negative = inhibition, % at 7.5 µM (by protocol). NIH3T3-HGL HSE-luciferase, MG132-induced, luminescence 8 h; active compounds read low. hit rate 0.77% among 300,000. AID 2098;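 active means more than half of replicate wells show activity change below -50%, luminescence cut by over half; inconclusive means some wells, but at most half, below -50%; inactive means no replicate well below -50%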;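 further: luciferase reports HSF-1 transcriptional activity via heat shock element; 0% = median of DMSO wells and -100% = zero luminescence signal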
PolyA inh: yeast polyadenylation inhibition; S. cerevisiae SKY197-pL101 polyadenylation reporter, beta-gal luminescence; efflux-impaired pdr1/pdr3 knockout yeast; score 100 = 6 SD above DMSO; calls only at 12 µM; hit rate 0.02% among 300,000; AID 1875;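 active means lowest replicate activity score at least 50, where 100 means six control SD above control mean; inconclusive means lowest score under 50 but half or more replicates reach 50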;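 further: yeast exposed to compound for 9 h at 30 °C; higher score means more reporter readthrough which indicates perturbed polyadenylation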
GSK3B inh: human GSK3beta kinase inhibition; P49841; GST-GSK3beta kinase, ADP-Glo luminescence, 60 min; active compounds read low; activity score (negative = inhibition), % at 10 µM; hit rate 0.038% among 300,000; AID 2097;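 active means more than half of replicate wells score below -50%, meaning over 50% inhibition versus plate controls; inconclusive means some replicates but at most half score below -50%; inactive means no replicate scores below -50%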;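 further: 0% = median DMSO wells and -100% = median GW8510 positive control wells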
Target sequence (P49841 whole entry, looked up): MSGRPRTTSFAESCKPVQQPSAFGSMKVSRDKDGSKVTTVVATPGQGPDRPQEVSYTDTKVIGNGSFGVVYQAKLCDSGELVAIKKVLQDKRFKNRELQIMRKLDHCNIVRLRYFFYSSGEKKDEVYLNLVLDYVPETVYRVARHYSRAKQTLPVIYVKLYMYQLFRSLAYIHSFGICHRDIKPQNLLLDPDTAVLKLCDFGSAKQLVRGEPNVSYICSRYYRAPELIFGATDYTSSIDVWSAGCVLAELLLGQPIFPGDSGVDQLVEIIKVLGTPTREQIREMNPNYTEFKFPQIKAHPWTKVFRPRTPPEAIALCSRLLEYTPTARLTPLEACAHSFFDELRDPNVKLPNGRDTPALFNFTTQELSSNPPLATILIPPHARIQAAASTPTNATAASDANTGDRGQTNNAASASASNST
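Test system: GST-fused GSK3beta enzyme, cell-free | Quantity: 1.6 ng GST-GSK3beta enzyme per well | Reagent: 25 µM ATP with peptide substrate | Schedule: 60 min enzyme reaction, room temperature | Signal: Luminescent ADP-Glo measurement of ADP formed | Read-out basis: Score relative to plate controls | Control set: DMSO and 20 µM GW8510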
GSK3 alpha inh: blocks human GSK-3 alpha kinase; P49840; AID 2650; ADP-Glo luminescence, 60 min; hit rate 0.1% among 320,000; inhibition, % at 10 µM;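 in the data active means inhibition above about 50%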;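 further: GST-tagged GSK-3 alpha with peptide substrate and 25 µM ATP; 0% = DMSO neutral wells and 100% = GW8510 positive control wells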
Target sequence (P49840 whole entry, looked up): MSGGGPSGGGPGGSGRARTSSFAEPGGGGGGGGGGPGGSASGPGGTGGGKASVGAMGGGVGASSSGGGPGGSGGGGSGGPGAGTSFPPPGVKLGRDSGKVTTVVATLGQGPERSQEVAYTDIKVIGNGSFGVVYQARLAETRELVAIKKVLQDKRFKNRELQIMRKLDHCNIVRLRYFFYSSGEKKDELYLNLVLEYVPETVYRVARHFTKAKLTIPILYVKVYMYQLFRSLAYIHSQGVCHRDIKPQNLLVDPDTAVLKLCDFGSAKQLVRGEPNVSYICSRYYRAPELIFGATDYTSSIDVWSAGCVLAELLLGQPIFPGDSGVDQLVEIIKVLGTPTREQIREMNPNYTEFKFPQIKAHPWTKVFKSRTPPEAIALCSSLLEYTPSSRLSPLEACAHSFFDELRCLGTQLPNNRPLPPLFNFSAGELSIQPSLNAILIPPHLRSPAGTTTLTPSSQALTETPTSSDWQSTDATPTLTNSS
KLF5 inh: kruppel-like factor 5 inhibition; DLD-1 KLF5 promoter-luciferase reporter, luminescence; hit rate 0.23% among 290,000; inhibition, % at 5 µM; AID 1700;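 active means inhibition above a per-plate limit of that plate's mean compound inhibition plus 3 SD, cut at about 60% in these data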;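 further: 0% = DMSO wells and 100% = LY294002 at 200 µM; higher means less KLF5 promoter-driven luciferase light; inactives centre near -14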
HSP90 refold inh: HSP90 refolding inhibition in rabbit reticulocyte lysate | hit rate 0.91% among 290,000 | luciferase refolding luminescence, 3 h | inhibition, % at 5.6 µM | AID 1789;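 active means inhibition above the screen-wide mean plus 3 SD, computed separately per campaign, cut at about 16% in these data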;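 further: 0% = DMSO wells and 100% = 60 µM geldanamycin wells; inhibitors lower the luminescence because luciferase stays unfolded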
aSyn UTR inh: 5' untranslated region of α-synuclein, MLPCN primary screen | hit rate 0.82% among 300,000 | inhibition, % (tested at 7.5 µM) | alpha-synuclein 5'UTR reporter, inhibitor activity | AID 1813; in the data active means inhibition above about 60%; inconclusive means no clear call, values can overlap the other calls;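 further: H4 neuroglioblastoma cells stably carrying SNCA 5'UTR luciferase fusion; 0% = DMSO wells and 100% = positive control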
HSF-1 act: increases HSF-1 driven luciferase reporter signal. hit rate 1.7% among 300,000. NIH3T3-HGL HSF-1 luciferase reporter, MG132, 8 h; 100% = twice DMSO control signal. activation, % at 9 µM;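 active means mean replicate activation of at least 50% with a set share of replicates each reaching 50%; inconclusive means only one of those two conditions met; inactive means mean below 50% and too few replicates reaching it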;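 further: 0% = median of the neutral control wells and 100% = twice that signal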
AI-2 QS modul: modulators of Vibrio harveyi AI-2 quorum sensing system; hit rate 0.4% among 300,000; activity change, % at 7.5 µM; Vibrio harveyi JMH597 AI-2 luminescence/OD600 ratio, 9 h; active compounds read low; strain lacks LuxN and CqsS sensors; 0 = neutral-control median; in the data active means activity change below about -75%, passing the limit was not always enough; inconclusive means no clear call, values can overlap the other calls;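 further: luminescence divided by OD600 gain over 9 h not by final OD600 alone; inactives centre near 13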
* hit, by the source's call; i = inactive; ? = inconclusive; . = no result given.

The first three entries, to show the layout:
SMILES	IEC-6 cytotox	HSF1 inhib	PolyA inh	GSK3B inh	GSK3 alpha inh	KLF5 inh	HSP90 refold inh	aSyn UTR inh	HSF-1 act	AI-2 QS modul
COc1ccccc1-c1nnc(SC(C)C(=O)Nc2ccc(C(N)=O)cc2)o1 (centres undefined)	.	-1	i	2	0	.	.	-9	0	15
CC/C(=N/Nc1ccccc1)c1cnnc(SC)n1	5	-3	i	0	-2	-21	0	14	-5	13
COc1ccc(N2C(=O)NC(NC(=O)C(C)(C)C)(C(F)(F)F)C2=O)cc1 (centres undefined)	-3	-13	i	2	-3	-12	-5	16	-8	1

This part in full, repeating the preview:
SMILES	IEC-6 cytotox	HSF1 inhib	PolyA inh	GSK3B inh	GSK3 alpha inh	KLF5 inh	HSP90 refold inh	aSyn UTR inh	HSF-1 act	AI-2 QS modul
COc1ccccc1-c1nnc(SC(C)C(=O)Nc2ccc(C(N)=O)cc2)o1 (centres undefined)	.	-1	i	2	0	.	.	-9	0	15
CC/C(=N/Nc1ccccc1)c1cnnc(SC)n1	5	-3	i	0	-2	-21	0	14	-5	13
COc1ccc(N2C(=O)NC(NC(=O)C(C)(C)C)(C(F)(F)F)C2=O)cc1 (centres undefined)	-3	-13	i	2	-3	-12	-5	16	-8	1
CC(C)OCCCn1c(SC(C)C(=O)NC2CC2)nc2ccccc2c1=O (centres undefined)	.	-6	i	1	1	.	.	-4	-7	15
CC(=O)c1cccc(S(=O)(=O)Nc2cccnc2)c1	2	-9	i	0	2	-29	5	0	-3	17
O=C(COc1ccc(/C=N/NC(=O)c2ccccc2)cc1)Nc1ccc([N+](=O)[O-])cc1	-1	0	.	-3	1	-21	-6	0	-8	32
COC(=O)/C(=C/c1cn(C)c2ccccc12)[N+](=O)[O-]	-3	-3	i	-4	.	-15	-1	-6	-6	40
Cc1ccc(C(=O)COC(=O)CN2C(=O)C3C4CCC(C4)C3C2=O)cc1C (centres undefined)	2	-4	i	1	.	-39	-1	8	30	17
COCCN(C(=O)COC(=O)C1CC1)c1c(N)n(Cc2ccccc2)c(=O)[nH]c1=O	.	-1	i	4	0	.	.	-4	-2	20
CC(=O)Nc1nnc(-c2c(-c3ccccc3Cl)noc2C)o1	6	0	i	-1	-4	-3	3	21	-1	26
CC(C)NC(=O)c1ccc2c(=O)n(C3CCCC3)c(=S)[nH]c2c1	-1	-11	i	4	5	-7	-3	38	8	7
CC(Sc1nnnn1-c1ccc(O)cc1)C(=O)NC1CCCCC1C (centres undefined)	-2	-4	i	2	2	-51	-3	-16	2	-8
CCOc1cc(C(=O)NC(C)Cc2cccs2)cc(OCC)c1OCC (centres undefined)	-3	3	i	1	-2	-2	2	-6	6	14
COc1ccc2[nH]cc(CCNC(=O)Nc3ccccc3C)c2c1	-7	5	i	.	3	-40	4	-7	1	.
COC(=O)c1cc2oc(C)cc2n1CC(=O)N(C)c1ccccc1	0	-2	i	1	-3	14	-3	8	16	20
CCOC(=O)c1cccc(-n2c(-c3ccc(OC)cc3)nc3nc4ccccc4nc32)c1	9	-5	i	-2	.	0	-5	15	1	34
CCOc1ccc(C(=O)NCCc2cnc[nH]2)cc1OCC	2	-5	i	-2	-2	-6	-1	-4	14	13
Cc1nnc(-c2ccco2)c2cn(-c3cccc(Br)c3)nc12	-5	6	i	2	.	24	3	10	26	20
O=C(c1cc(-c2cccc(Cl)c2)on1)N1CCN(c2ccc(F)cc2)CC1	-4	-9	i	6	0	-21	1	-26	10	30
CC(=O)Nc1ccc(S(=O)(=O)Nc2nc3ccccc3nc2Nc2ccc(O)c(C(=O)O)c2)cc1	-6	-5	i	10	-5	-19	-4	10	0	35
CSc1ccc(S(=O)(=O)NCC(=O)OCC(=O)N2CC(C)CC(C)C2)cc1[N+](=O)[O-] (centres undefined)	.	1	i	1	3	.	.	6	7	46
CCOC(=O)c1ccc(NC(=O)Nc2cc(C)cc(C)n2)cc1	1	1	i	4	2	-17	1	1	25	14
COc1ccc(/C=C/C(=O)O)cc1S(=O)(=O)NCc1cccnc1	-7	1	i	-1	-3	-13	-2	10	-5	5
O=C(NCC1CCCO1)c1nn2c(c1Cl)NC(c1ccc(F)cc1)CC2C(F)(F)F (centres undefined)	3	.	.	.	-3	-33	2	.	.	.
COC(=O)COc1cc(OCC(=O)OC)c2c(-c3ccccc3)cc(=O)oc2c1	0	-7	i	-1	-2	-17	1	11	-11	5
Cc1cc(OCCOCCN(C)CCO)cc(C)c1Cl	3	-13	i	0	-1	-40	-1	-1	4	14
CCOC(=O)/C(C#N)=C(\O)c1ccc(NC(=O)c2ccc([N+](=O)[O-])cc2)cc1	1	-3	i	2	-3	-17	0	7	22	34
CCS(=O)(=O)N1CCC(C(=O)Nc2ccc3c(c2)CCC3)CC1	-6	-15	i	1	-7	-31	0	-83	-19	17
COc1ccccc1NC(=O)NC1(C(=O)N2CCCCCC2)CCCCC1	0	-3	i	-2	0	-44	-3	8	16	5
COc1ccc2c(c1)-c1ccccc1S(=O)(=O)N2C	-1	2	i	-4	-1	-28	-2	28	-1	19
C/C(=N\NC(=O)CSCc1ccc(Cl)cc1)c1ccc(NC(=O)c2ccccc2)cc1	2	21	i	-2	0	-50	3	-137	23	26
O=C(O)c1cccc(COc2ccc3c(c2)CCC3)c1	0	-79*	i	2	.	98*	83*	81*	-82	8
O=C(Nc1ccccc1Br)C1CC(=O)N(c2ccc3c4c(cccc24)CC3)C1 (centres undefined)	0	-4	i	-3	1	-22	-6	-12	17	23
CC(NC(=O)C1CCCN(S(=O)(=O)c2cccc3nonc23)C1)c1ccccc1 (centres undefined)	-2	0	i	-2	-3	-32	-1	17	17	4
c1ccc2[nH]c(CSc3nnc(-c4ccncc4)o3)nc2c1	-3	-46	i	-5	7	-9	-1	2	-48	23
O=C(NC(=S)Nc1ccccn1)c1cc(-c2ccccc2)nc2ccccc12	-4	6	i	-4	-4	-45	2	7	0	9
c1nc(N2CCCCC2)c2[nH]cnc2n1	-4	-14	i	0	21	-20	-6	-15	-15	11
O=S(=O)(Nc1ccccc1Cl)c1cccc2nsnc12	-5	-7	i	-2	-2	10	-1	7	-6	17
Cc1cc(OCc2nnc(SCC(=O)OC3CCCCC3)o2)ccc1Cl	7	-1	i	-1	-2	-7	2	17	2	23
COc1ccc(C2NCCn3cccc32)cc1 (centres undefined)	0	-4	i	-2	-4	-23	0	4	-2	13
COc1ccc(CCN(Cc2nc3ccccc3c(=O)[nH]2)C(=O)c2ccco2)cc1OC	1	6	i	4	0	-22	-1	13	34	6
CC(C)C1C(C#N)=C(N)Oc2n[nH]c(-c3cccs3)c21 (centres undefined)	4	3	i	3	5	-3	6	-3	10	36
CCc1ccc(C(=O)N2CCC(c3nc4ccccc4s3)CC2)cc1	-2	0	i	-2	-6	-15	2	8	3	13
O=C(CC1(O)C(=O)Nc2ccccc21)c1ccc(-n2cccc2)cc1 (centres undefined)	0	2	i	1	1	-20	-2	-44	-8	17
COc1cc(/C=C(/NC(C)=O)C(=O)O)cc(Cl)c1OCc1ccc(Br)cc1	-4	0	i	-1	0	-11	-1	17	4	28
COc1ccc(-c2nnc(SCC(=O)NCC3CCCO3)n2C)cc1 (centres undefined)	-6	-8	i	6	-2	-11	1	-4	-2	9
CCC(NC(=O)c1cc(COc2cc(C)c(Cl)c(C)c2)on1)c1ccncc1 (centres undefined)	-7	2	i	4	-1	-9	2	13	18	31
COC(=O)CC1=NN(c2ccccc2)C(=O)/C1=C\c1ccc(OC)cc1	-1	-2	i	1	0	-6	-1	-13	6	6

Full records as entered above. Values in the order: IEC-6 cytotox	HSF1 inhib	PolyA inh	GSK3B inh	GSK3 alpha inh	KLF5 inh	HSP90 refold inh	aSyn UTR inh	HSF-1 act	AI-2 QS modul
COc1ccc(CCN(Cc2nc3ccccc3c(=O)[nH]2)C(=O)c2ccco2)cc1OC as listed: 1	6	i	4	0	-22	-1	13	34	6
CC(C)C1C(C#N)=C(N)Oc2n[nH]c(-c3cccs3)c21 (centres undefined) as listed: 4	3	i	3	5	-3	6	-3	10	36
O=C(CC1(O)C(=O)Nc2ccccc21)c1ccc(-n2cccc2)cc1 (centres undefined) as listed: 0	2	i	1	1	-20	-2	-44	-8	17

Following part:
SMILES	IEC-6 cytotox	HSF1 inhib	PolyA inh	GSK3B inh	GSK3 alpha inh	KLF5 inh	HSP90 refold inh	aSyn UTR inh	HSF-1 act	AI-2 QS modul
Cn1c(=O)c2c(SCC(=O)N3CCN(c4ccccc4)CC3)nc(C3CC3)nc2n(C)c1=O	1	0	i	0	0	-27	3	31	10	15
CCC(=O)N(Cc1cc2cc(OC)ccc2[nH]c1=O)c1cc(C)ccc1C	-2	6	i	-1	-2	-22	-2	-7	-1	32
O=C(CSc1n[nH]c(-c2ccccn2)n1)Nc1ccccc1	2	1	i	-2	0	11	2	?	37	-21
O=C(CSc1ccc(-c2ccco2)nn1)Nc1ccccc1	-5	0	i	7	-1	-11	2	-22	6	15
Cc1cc(C)cc(OCC(=O)Nc2ccc(N3CCCCC3)cc2)c1	.	-9	i	5	-1	.	.	3	-7	-14
CC(C)[C@H](NC(=O)c1ccccc1Cl)C(=O)OCc1cc([N+](=O)[O-])cc2c1OCOC2	-4	3	i	-2	-2	6	-1	22	8	14
Cc1nc(Cl)cc(N/N=C/c2ccc(O)cc2)n1	1	-2	i	3	1	-37	0	-44	8	0

Some of these compounds in order of length of the SMILES, lowest first.
SMILES	IEC-6 cytotox	HSF1 inhib	PolyA inh	GSK3B inh	GSK3 alpha inh	KLF5 inh	HSP90 refold inh	aSyn UTR inh	HSF-1 act	AI-2 QS modul
Cc1cc(C)cc(OCC(=O)Nc2ccc(N3CCCCC3)cc2)c1	.	-9	i	5	-1	.	.	3	-7	-14
CCC(=O)N(Cc1cc2cc(OC)ccc2[nH]c1=O)c1cc(C)ccc1C	-2	6	i	-1	-2	-22	-2	-7	-1	32
Cn1c(=O)c2c(SCC(=O)N3CCN(c4ccccc4)CC3)nc(C3CC3)nc2n(C)c1=O	1	0	i	0	0	-27	3	31	10	15

Compound activity (PubChem BioAssay)

An excerpt. The share of hits here may be higher or lower than overall.
